# Screens deposited in PubChem by National Center for Advancing Translational Sciences (NCATS).
# Pol eta inh – DNA polymerase eta (human) inhibition | AID 588591 | Potency, µM (series often up to 114 µM), for inactives: at the top dose activity change, negative = inhibition, most hits filed as inhibitors | Q9Y253 | hit rate 1.2% among 390,000 | recombinant Pol eta, fluorescent DNA replication assay; also: % is scaled to controls: 0 for no effect and ±100 for the full control effect
#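 Pol eta at 10 nM preincubated with compounds 15 min at room temperature; reaction started with fluorescent substrate (50 nM final) and read kinetically at 0 and 10 min.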
# Pol iota inh – blocks human DNA polymerase iota activity. Q9UNA4. Pol iota fluorescent replication assay, 10 min. Potency, µM (highest dose often 115 µM), for the others: at the highest dose activity, negative = inhibition, usual class: inhibitors. hit rate 1% among 390,000. AID 588590
#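 Pol iota at 10 nM preincubated 15 min with compounds at room temperature; reaction started with fluorescent substrate, 50 nM final. Fluorescence read kinetically at 0 and 10 min; buffer-only wells as negative control.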
# G9a block – inhibitors of human histone lysine methyltransferase G9a. Q96KQ7. G9a H3K9 monomethylation, AlphaScreen, 2 h. Potency, µM (top dose mostly 102 µM), for inactives: at the top dose activity, negative = inhibition, hits mostly inhibitors. hit rate 8.8% among 350,000. AID 504332; also: % is scaled to controls: 0 for no effect and ±100 for the full control effect; nearly all actives have a fitted effect of over 75% in size
# Target sequence (Q96KQ7 913-1193 limits assumed): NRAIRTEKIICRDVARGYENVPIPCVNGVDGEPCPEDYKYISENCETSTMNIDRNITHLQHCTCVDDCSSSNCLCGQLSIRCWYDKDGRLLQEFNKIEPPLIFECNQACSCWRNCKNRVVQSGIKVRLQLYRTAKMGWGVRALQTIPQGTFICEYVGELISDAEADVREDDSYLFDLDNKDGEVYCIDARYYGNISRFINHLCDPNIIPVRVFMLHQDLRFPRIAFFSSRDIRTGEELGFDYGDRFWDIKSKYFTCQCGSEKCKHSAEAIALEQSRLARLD
#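 AlphaScreen detection with an anti-monomethyl H3K9 antibody quantified product after a 2 h room-temperature reaction containing 500 nM biotinylated H3K9 peptide, 20 µM SAM and 20 nM enzyme, which had been preincubated 15 min with compound.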
# APEX1 inh – inhibitors of human APE1 endonuclease; P27695; hit rate 0.35% among 350,000; AID 2517; recombinant APE1, TAMRA/BHQ-2 abasic DNA cleavage fluorescence; Potency, µM (titrated, usually from 65.8 µM), inactives show top-dose activity change, negative = inhibition, actives largely listed as inhibitors;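 also: plate controls were vehicle for no effect and reference inhibitor for full effect; nearly all actives have a fitted effect of over 55% in size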
# Target sequence (P27695 whole entry, looked up): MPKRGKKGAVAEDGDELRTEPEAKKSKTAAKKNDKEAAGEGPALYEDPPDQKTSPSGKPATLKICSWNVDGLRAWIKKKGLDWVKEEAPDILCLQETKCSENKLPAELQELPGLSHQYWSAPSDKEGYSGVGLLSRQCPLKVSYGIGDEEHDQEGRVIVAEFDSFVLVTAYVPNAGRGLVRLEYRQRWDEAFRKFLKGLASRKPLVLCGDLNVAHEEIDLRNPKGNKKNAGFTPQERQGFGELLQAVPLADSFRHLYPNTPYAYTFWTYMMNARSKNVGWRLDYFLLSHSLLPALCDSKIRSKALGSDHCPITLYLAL
#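 Quantitative HTS: incision of a TAMRA/BHQ-2 double-stranded substrate bearing a tetrahydrofuran abasic site by 0.75 nM APE1 raises fluorescence. Substrate 50 nM final, added after 15 min compound preincubation at room temperature; progress as third-minus-first kinetic read difference.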
# Pol beta inh – DNA polymerase beta (human) inhibition; Pol beta primer extension/strand displacement, fluorescence kinetic; hit rate 1.3% among 340,000; P06746; Potency, µM (doses to about 114 µM), for the others: at the highest dose activity change, negative = inhibition, most hits filed as inhibitors; also: % is scaled to controls: 0 for no effect and ±100 for the full control effect
#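 Homogeneous kinetic assay of primer extension and strand displacement by 10 nM Pol beta, preincubated 15 min at room temperature with compound before 50 nM substrate (final) was added. Read at 0 and 10 min; four-parameter Hill fit.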
# BAZ2B inh – blocks human BAZ2B. Q9UIF8. AlphaScreen BAZ2B-H3K14Ac peptide displacement. Potency, µM (series often up to 114 µM), inactives show top-dose activity change, negative = inhibition, hits mostly inhibitors. hit rate 4.4% among 360,000; also: % is scaled to controls: 0 for no effect and ±100 for the full control effect; nearly all actives have a fitted effect of over 60% in size
#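 In this displacement format the biotinylated H3(5-23) peptide acetylated at Lys14 serves as ligand at 50 nM, with BAZ2B at 50 nM in PBS pH 7.4 containing 0.01% Tween-20. Donor and acceptor beads are 10 ug/mL final.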
# Anesthetic bind – binds horse apoferritin like a general anesthetic; apoferritin/1-aminoanthracene competitive binding, fluorescence; hit rate 0.074% among 350,000; P02791; Potency, µM (titrated, usually from 77.5 µM), without a hit: at the top dose activity change, negative = displacement, hits mostly inhibitors; also: % is scaled to controls: 0 for no effect and ±100 for the full control effect; nearly all actives have a fitted effect of over 20% in size
# Target sequence (P02791 2-175 limits assumed): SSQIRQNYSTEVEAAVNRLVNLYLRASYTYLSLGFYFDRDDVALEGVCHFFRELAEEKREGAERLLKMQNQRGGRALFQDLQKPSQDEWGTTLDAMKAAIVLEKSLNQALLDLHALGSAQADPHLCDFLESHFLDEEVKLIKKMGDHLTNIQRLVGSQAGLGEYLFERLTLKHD
#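 Read-out: endpoint 1-AMA fluorescence, excitation 380 nm and emission 535 nm, after compounds sit 10 min at room temperature with 10 uM horse-spleen apoferritin in 50% saturated 1-AMA/PBS. Values come from four-parameter Hill fits.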
# BLM inh – Bloom syndrome helicase (human) inhibition. P54132. hit rate 0.2% among 350,000. recombinant BLM DNA unwinding, fluorescence dequenching. Potency, µM (series often up to 56.1 µM), without a hit: at the highest dose activity change, negative = inhibition, actives largely listed as inhibitors;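 also: plate controls were vehicle for no effect and no enzyme for full effect; nearly all actives have a fitted effect of over 35% in size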
# Pol kappa inh – DNA polymerase kappa (human) inhibition | Potency, µM (doses to about 107 µM), without a hit: at the highest dose activity, negative = inhibition, actives largely listed as inhibitors | hit rate 0.53% among 400,000 | purified Pol kappa, fluorescent DNA synthesis assay, 10 min; also: % is scaled to controls: 0 for no effect and ±100 for the full control effect
#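 10 nM Pol kappa was preincubated with compounds for 15 min at room temperature. Reaction started with 50 nM (final) substrate. Fluorescence read kinetically at 0 and 10 min.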
# * = called active by the depositor; ? = inconclusive; . = not tested or not shown; & = joins results of further samples; ! = repeats disagree; [ ] = another dose, or the depositor's remark. Calls follow the shape of the dose curve; as a rule, active = well fitted curve in the direction sought with a large enough effect; inconclusive = small, poorly fitted or top-dose-only effect, or another doubt; inactive = no such curve, though single readings can be large; an effect the other way counts as inactive or inconclusive. Potency is read from the fitted curve at half-maximal effect. Only part of the results is shown (hit frequency here may not be typical).
# Short keys: A = Pol eta inh; B = Pol iota inh; C = G9a block; D = APEX1 inh; E = Pol beta inh; F = BAZ2B inh; G = Anesthetic bind; H = BLM inh; I = Pol kappa inh
CCC(C)[C@H](N)c1nnc(SCc2ccc(Cl)c(Cl)c2)o1 (stereo partly specified)
  A: -3% | B: ? | C: 8.9µM* | D: . | E: ? | F: ? | G: 30%[activator] | H: -2% | I: -6%
CCOC(=O)c1c(NC(=O)c2ccc(S(=O)(=O)N3CCOCC3)cc2)sc2c1CC(C)(C)NC2(C)C
  A: -1% | B: 2% | C: 87%[activator] | D: 20% | E: 15% | F: 1% | G: -10% | H: -17% | I: -8%
Cc1ccc(-n2nnc(-c3ccnc4ccccc34)n2)cc1
  A: -15% | B: 8% | C: -12%[59 µM] | D: -1% | E: -1% | F: -7% | G: -11% | H: -11% | I: -10%
COc1ccc(CN(CC(=O)NC2CCCC2)C(=O)CN2C(=O)COc3ccccc32)cc1
  A: -4% | B: 121%[activator] | C: 22% | D: -3% | E: 63% | F: 2% | G: -3% | H: 0% | I: -13%
C=CCN=C1N[C@@H](c2cccc(C(F)(F)F)c2)C(C(=O)OC)=C(C)N1CC
  A: -7% | B: -19% | C: 28µM*! | D: 19%&-10% | E: 47%&25% | F: ? | G: -13%&-5% | H: 1%&-3% | I: 21%
CN(C(=O)C1CCOC1)c1nnc(C2CCOC2)s1 (stereo unspecified)
  A: -10% | B: 14% | C: -8%[59 µM] | D: -3% | E: -1% | F: 11% | G: -4% | H: -3% | I: -16%
CN1C2=C(C#N)C(c3ccccc3)(C(F)(F)F)NC(=O)N2c2ccccc21 (stereo unspecified)
  A: -4% | B: 1% | C: 7% | D: 15% | E: 4% | F: ? | G: 4% | H: 0% | I: -4%
O=C(/C=C/c1ccccc1Cl)Nc1ccc2c(c1)C(=O)NC2=O
  A: ? | B: ? | C: 25µM* | D: 13µM* | E: 8.9µM* | F: 71µM* | G: -7% | H: 32µM* | I: ?
COc1ccc(OC)c2c1sc(=NC(=O)C1CC1)n2C
  A: -1% | B: 13% | C: 10% | D: 0% | E: 38% | F: 0% | G: 1% | H: -2% | I: 6%
CC(C)Sc1nc2sc3c(c2c(=O)n1Cc1ccccc1)CCCC3
  A: 11% | B: ? | C: 10%[59 µM] | D: . | E: 15% | F: 11% | G: 10% | H: -4% | I: 4%
CN1C(=O)CC(N2CCN(Cc3ccc(Cl)cc3)CC2)C1=O (stereo unspecified)
  A: -2% | B: 3% | C: 34%[59 µM] | D: -6% | E: -2% | F: 10% | G: -13% | H: 1% | I: -2%
O=C(NCc1ccc2c(c1)OCO2)c1ccc2c(c1)N(Cc1ccccc1F)C(=O)c1ccccc1S2
  A: -18% | B: 23% | C: -27%[59 µM] | D: . | E: -2% | F: 1% | G: -13% | H: -5% | I: -23%[60.1 µM]
O=Cc1ccc(OCc2nnsc2Cl)cc1
  A: -13% | B: 42%[activator] | C: 35% | D: 18% | E: 18% | F: 1% | G: -9% | H: -2% | I: 2%
O=C(c1cccc([N+](=O)[O-])c1)N1CCOCC1
  A: -2% | B: 104%[activator] | C: 22%[59 µM] | D: 2% | E: 1% | F: 1% | G: -4% | H: 3% | I: -3%
CCOc1ccccc1C(=O)NCC(c1ccc(N(C)C)cc1)N1CCc2ccccc21 (stereo unspecified)
  A: -17% | B: 5% | C: 13µM* | D: . | E: 0% | F: 5.6µM* | G: 52%[activator] | H: -9% | I: -1%[60.1 µM]
Cc1ccc(CC(=O)NCC(c2ccco2)N(C)C)cc1C (stereo unspecified)
  A: 0% | B: 53%[activator] | C: -3% | D: 3% | E: -3% | F: -5% | G: -7% | H: -2% | I: -3%
COc1cccc(NC(=O)CN(C)C(=O)CSCC(=O)Nc2ccc(C)cc2)c1
  A: -11% | B: -6% | C: 4%[59 µM] | D: 33% | E: . | F: 0% | G: . | H: . | I: 9%
CC(=O)O[C@H]1CC[C@@]2(C)[C@@H](CC[C@H]3[C@@H]4CC[C@H](C(C)O)[C@@]4(C)CC(=O)[C@@H]32)C1 (stereo partly specified)
  A: -20% | B: 32%[activator] | C: 25%[2.33 µM] | D: 14% | E: . | F: -1% | G: . | H: . | I: 1%
CC(C)CNC(=O)c1noc2c1CCCC2
  A: -7% | B: 5% | C: 0%[59 µM] | D: 2% | E: 12% | F: -1% | G: -11% | H: -3% | I: 5%
CN(C)/C=C/C(=O)/C=C/c1ccc(Cl)cc1Cl
  A: -13% | B: ? | C: 1% | D: -3% | E: ? | F: ? | G: -23% | H: -11% | I: -5%
Cc1ccc(C(=O)NCc2ccccc2F)cc1S(=O)(=O)N1CCCC1
  A: -11% | B: 112%[activator] | C: -5% | D: -2% | E: 7% | F: 0% | G: 0% | H: -6% | I: -8%
O=C(CSc1nc2ccccc2c(=O)n1-c1ccccc1Cl)NC1CCS(=O)(=O)C1 (stereo unspecified)
  A: -6% | B: 14% | C: -44%[59 µM] | D: 40% | E: . | F: -15% | G: . | H: . | I: -25%
CSc1nc(N(C)NC(=O)c2ccccc2)c2ccccc2n1
  A: -10% | B: 2% | C: -9%[59 µM] | D: -1% | E: -1% | F: 1% | G: -12% | H: 0% | I: -14%
O=C(NCCNC(=O)c1ccc(Cl)cc1Cl)c1ccco1
  A: -2% | B: 4% | C: 17% | D: -6% | E: 44% | F: -4% | G: -2% | H: -1% | I: -11%
CCC(=O)N(Cc1ccccc1)c1ccccn1
  A: -15% | B: 16% | C: 26%[12.7 µM] | D: 1% | E: 9% | F: 12% | G: -3% | H: -5% | I: -11%
COc1ccc(S(=O)(=O)N2CCCC(C(=O)NCCc3ccccc3)C2)cc1 (stereo unspecified)
  A: -11% | B: 85%[activator] | C: 21% | D: 12% | E: 42% | F: -37% | G: 7% | H: -3% | I: -19%
COc1ccc(C2=NOC(C(=O)NCc3ccco3)C2)cc1OC (stereo unspecified)
  A: 2% | B: 22% | C: -44% | D: -6% | E: 8% | F: -35% | G: -7% | H: -1% | I: 0%
Cc1cc(C)cc(NC(=O)CCn2ccnc2C)c1
  A: -7% | B: -2% | C: -4%[12.7 µM] | D: 6% | E: -8% | F: 3% | G: -8% | H: -1% | I: -17%
N#CCC(=O)Nc1ccc(C(=O)OCC(=O)NNC(=O)c2ccc(Cl)cc2)cc1
  A: ? | B: ? | C: 12% | D: -35% | E: . | F: -5% | G: . | H: . | I: -12%
On1c(-c2ccccc2)nc2ccc(Cl)cc21
  A: 4% | B: -2% | C: . | D: -2% | E: 14% | F: ? | G: -10% | H: -3% | I: -10%

# Pulled one by one from above:
# Short keys: A = Pol eta inh; B = Pol iota inh; C = G9a block; D = APEX1 inh; E = Pol beta inh; F = BAZ2B inh; G = Anesthetic bind; H = BLM inh; I = Pol kappa inh
COc1ccc(C2=NOC(C(=O)NCc3ccco3)C2)cc1OC (stereo unspecified)
  A: 2% | B: 22% | C: -44% | D: -6% | E: 8% | F: -35% | G: -7% | H: -1% | I: 0%
COc1ccc(S(=O)(=O)N2CCCC(C(=O)NCCc3ccccc3)C2)cc1 (stereo unspecified)
  A: -11% | B: 85%[activator] | C: 21% | D: 12% | E: 42% | F: -37% | G: 7% | H: -3% | I: -19%
On1c(-c2ccccc2)nc2ccc(Cl)cc21
  A: 4% | B: -2% | C: . | D: -2% | E: 14% | F: ? | G: -10% | H: -3% | I: -10%

# Later entries:
# Short keys: A = Pol eta inh; B = Pol iota inh; C = G9a block; D = APEX1 inh; E = Pol beta inh; F = BAZ2B inh; G = Anesthetic bind; H = BLM inh; I = Pol kappa inh
CN(C)S(=O)(=O)c1cccc(COC(=O)C2=COCCO2)c1
  A: -12% | B: 0% | C: 4%[59 µM] | D: 1% | E: 5% | F: . | G: -16% | H: -1% | I: 3%
CC(C)CNC(=O)CSc1nc(-c2cccs2)cc(C(F)(F)F)n1
  A: -15% | B: 14% | C: 13%[59 µM] | D: 4% | E: 0% | F: 0% | G: 3% | H: 3% | I: 1%
OC(CN1CCN(c2cccc(Cl)c2)CC1)c1ccccc1 (stereo unspecified)
  A: -3% | B: 5% | C: -2% | D: 34% | E: -4% | F: -2% | G: -8% | H: -3% | I: -6%
COc1ccc(OC)c(CC(NC(C)=O)C(=O)NC2CCN(c3nc(C)cc(C)c3C#N)CC2)c1 (stereo unspecified)
  A: . | B: . | C: -15% | D: -6% | E: 3% | F: 5% | G: -2% | H: -3% | I: .
Cc1nn2c(C)c(C(=O)NCc3ccc(OC(C)C)cc3)cnc2c1-c1ccc(F)cc1
  A: -7% | B: 5% | C: 17%[59 µM] | D: . | E: 31%[activator] | F: -7% | G: -6% | H: -1% | I: -23%
Cc1ccc(N2CCN(C(=O)C3CCC(=O)N(Cc4ccc(Cl)cc4)C3)CC2)c(C)c1 (stereo unspecified)
  A: -19% | B: -18% | C: -8% | D: 68%[activator] | E: 3% | F: -34% | G: -24% | H: -6% | I: -14%
Cc1cc(NC(=O)Nc2ccc(F)cc2F)n(C)n1
  A: -22% | B: 42%[activator] | C: 16% | D: ? | E: 4% | F: -2% | G: -3% | H: 0% | I: -4%
Cc1ccc(S(=O)(=O)NCC(c2ccc3c(c2)OCO3)N2CCOCC2)cc1 (stereo unspecified)
  A: -18% | B: 20% | C: 1% | D: -1% | E: . | F: 11% | G: . | H: . | I: 6%
Cc1noc(C)c1COc1ccc(C(=O)N2CCN(S(=O)(=O)c3ccc(Cl)cc3)CC2)cc1
  A: -21% | B: 32%[activator] | C: -7% | D: -13% | E: . | F: 12% | G: . | H: . | I: -12%
Cc1ccc(OCC(=O)Nc2c(C(=O)c3ccccc3)oc3ccccc23)cc1C
  A: -15% | B: 18% | C: 7%[59 µM] | D: . | E: -11% | F: 5% | G: 2% | H: 1% | I: 8%

# APEX1 inh, what is marked active above
# Short keys: A = Pol eta inh; B = Pol iota inh; C = G9a block; D = APEX1 inh; E = Pol beta inh; F = BAZ2B inh; G = Anesthetic bind; H = BLM inh; I = Pol kappa inh
O=C(/C=C/c1ccccc1Cl)Nc1ccc2c(c1)C(=O)NC2=O
  A: ? | B: ? | C: 25µM* | D: 13µM* | E: 8.9µM* | F: 71µM* | G: -7% | H: 32µM* | I: ?
